All columns: NCI-60 one-dose screen, growth in % after 48 h at 10 µM unless noted; 100 = growth as untreated, 0 = no growth, -100 = all killed.
DU-145: DU-145 prostate cancer | 81,000 tested, 4.2% active | AID 1794760
SF-539: SF-539 CNS cancer. 81,000 tested, 6.8% active
SF-295: SF-295 CNS cancer cells | 79,000 tested, 5.6% active
SNB-19: SNB-19 CNS cancer cells; 81,000 tested, 2.5% active; AID 1794751
SF-268: SF-268 CNS cancer cells | AID 1794759 | 82,000 tested, 3.1% active
PC-3: PC-3 prostate cancer cells | 80,000 tested, 3.9% active | AID 1794754
OVCAR-8: OVCAR-8 ovarian cancer | 81,000 tested, 4.4% active | AID 1794782
U251: U251 CNS tumor cells; 80,000 tested, 5.4% active
Numbers without * were called inactive; / = not tested or not shown; & = joins results of further samples. How the source made its calls: active means growth percent below 10; inactive means the rest.

Second line of a record: DU-145	SF-539	SF-295	SNB-19	SF-268	PC-3	OVCAR-8	U251
CCSc1nc(-c2cc(OC)ccc2OC)cc(-c2ccc(OC)cc2)c1C#N
→ 82	90	86	79	86	66	93	95
O=C(CS(=O)(=O)c1ccc(Br)cc1)Nc1ccccc1C(=O)O
→ 110	110	108	103	101	97	/	102
O=C(Nc1cccc(-n2ccc3c(NC(=O)c4ccccc4)nccc32)c1)Nc1ccc(Cl)c(Cl)c1
→ 91	53	61	78	57	61	75	46
COC(=O)c1cc(-c2cccs2)c(C#N)c(N)c1C#N
→ 109	101	103	97	100	96	99	95
CCOc1cc(Br)c(Br)c(C=O)c1O
→ 87	71	59	95	51	82	62	75
CCc1c(Nc2ccccc2C)nc(N)[nH]c1=O
→ 111	103	105	110	101	/	119	120
O=P(O)(O)C(O)(Cc1cccnc1)P(=O)(O)O
→ /	101	111	107	104	96	95	82
COc1cc(/C=C/C(=O)c2cccc(OCC(=O)O)c2)cc(OC)c1OC
→ 110	102	101	105	111	103	106	107
Cc1ccc(S(=O)(=O)N(CCCc2c(C)nc(N)[nH]c2=O)Cc2ccc([N+](=O)[O-])cc2)cc1
→ 113	93	124	104	88	106	95	98
CC1(C)COC(=S)N1CCC#N
→ 110	94	103	99	99	98	102	98
CCCCCCCNC1=C(c2ccccc2)C(=O)C(NCCCCCCC)=C(c2ccccc2)C1=O
→ 114	106	96	100	113	91	100	/
COc1ccc2nc([C@H]3C[C@H]3c3cc(OC)c4c(c3)OCO4)[nH]c2c1
→ 112	109	94	100	103	94	96	97
COc1ccc2c(c1)C(N1CCCC1=O)CCN2Cc1cc2ccccc2[nH]c1=O (stereo unspecified)
→ 104	89	83	90	110	79	94	92
CN1C(=O)/C(=C/c2cn(-c3ccccc3)nc2-c2ccccc2)SC1=S
→ 105	99	90	100	104	90	105	110
Cc1ccc(CSc2nc(-c3ccc(F)cc3)c(C#N)c(=O)[nH]2)cc1
→ 101	101	96	109	101	96	98	97
O=C(O)C(=O)O
→ 100	95	110	92	108	110	76	90
Nc1ccc(N=Nc2ccccc2)c(N)n1
→ 123&99&108	102&103	110&98&104	102&93&94	94&89&108	88&93&89	99&100&100	95&92&97
O=C(Nc1nc2c(Cl)cc(Cl)cc2s1)C(Cl)(Cl)Cl
→ 96	99	93	86	86	94	94	93
Oc1ccc2nc(-c3cnn4cccnc34)sc2c1
→ 102	86	98	88	80	97	88	80
CC12CCCC(=O)N1c1ccccc1-c1nc(-c3ccc(F)cc3)nn12 (stereo unspecified)
→ 106	94	89	96	93	84	95	94
COc1cc(/C=N/Nc2ccc(Br)cc2)cc(OC)c1OC
→ 63	64	61	92	52	61	55	66
O=C(N/N=C\c1ccc(Cl)cc1)c1ccncc1
→ 104	100	96	100	100	112	100	99
O=C(NC(CO)C(=O)O)OCc1ccccc1 (stereo unspecified)
→ 128	117	112	117	115	100	101	101
O=C(O)c1ccc(-n2cc(/C=N/Nc3cccc(F)c3)c(-c3ccc(F)c(F)c3)n2)cc1
→ 95	95	99	102	91	92	104	112
CN1CCN(CCCOc2ccc3nc(Nc4ccc(Cl)c(C(F)(F)F)c4)ccc3c2)CC1
→ 54	47	56	66	60	41	74	23
CCc1nc2cc(/C=C/C(=O)NO)ccc2c(=O)n1CCc1ccc(OC)cc1
→ 7.2*	26	21	36	26	23	15	17
N#Cc1cc(-c2nc3ccccc3[nH]2)c(N)n(-c2ccccc2)c1=O
→ 105	102	97	101	99	88	80	101
Cc1ccc2c(c1)N=C(Nc1ccccc1)N=S2(C)=O (stereo unspecified)
→ 86	/	91	93	87	92	96	103
C=C1[C@]2(C)CC3[C@@]4(C)CC[C@H](O)C(C)(C)C4CC[C@@]3(C)[C@@]1(C(=O)OC)CC(C)C2=O (stereo partly specified)
→ 103	107	89	97	99	65	102	102
COc1ccc2c(C3=C(c4cn(C)c5ccccc45)C(=O)NC3=O)coc2c1
→ 31	1.2*	36	38	68	22	41	16
O=C(N/N=C/[C@H]1[C@@H]2CCO[C@@H]2C[C@@H]1O)c1ccncc1
→ 115	103	108	104	103	95	75	93
CS(=O)(=O)c1ccc(-c2nn(-c3ccccc3)cc2/C=C/C(=O)c2ccc(O)cc2)cc1
→ 100	98	100	90	102	88	101	100
COc1ccc(Cl)cc1Nc1nc(C(F)(F)F)ccc1C(=O)N/N=C/c1ccc([N+](=O)[O-])cc1
→ 13	11	-52*	23	15	-5.6*	9.8*	-27*
CC1=CSC2=NC(c3ccc(N)cc3)=CC(c3ccc(Cl)cc3)N12 (stereo unspecified)
→ 102	95	/	86	93	83	87	82
O=[N+]([O-])c1cc(S(=O)(=O)Nc2ccccc2)ccc1Cl
→ /	102	97	96	100	94	92	100
CC1=CC(=O)OC1C/C=C(\C)CCC1[C@@]2(C)CCC[C@@](C)(C(=O)O)C2CC[C@@]1(C)O (stereo partly specified)
→ 37	81	86	53	71	59	43	35
COc1ccc(/C=N/NC(=O)c2cnn(CC(O)Cc3ccccc3)c2-n2cccc2)cc1OC1CCCC1 (stereo unspecified)
→ 96	98	87	93	97	72	87	96
COc1cc(C2CC(c3ccc(Oc4ccc(Cl)cc4)cc3)=NN2c2nc(-c3ccc(F)cc3)c(C#N)c(N3CCOCC3)n2)cc(OC)c1OC (stereo unspecified)
→ 113	97	106	99	109	85	103	102
COc1cc(C2=CC(c3ccc(C)cc3Br)N3C(C)=CSC3=N2)cc(OC)c1OC (stereo unspecified)
→ 96	100	/	102	99	89	95	91
CC/C=C\C[C@H](O)C/C=C1/C(=O)C=C[C@@H]1C/C=C\CCCC(=O)NC(C)C
→ 27	/	6.2*	32	35	16	-13*	2.3*
c1ccc2[nH]c(Cc3nc4ccccc4[nH]3)nc2c1
→ 109	105	101	130	131	94	112	106
Cn1ncc2c1NC(c1ccc(F)cc1)SCC2=O (stereo unspecified)
→ 114	97	89	93	106	107	102	96
CCOC(=O)/C=C1\S/C(=N\Nc2ccc([N+](=O)[O-])cc2[N+](=O)[O-])N(CC)C1=O
→ 100	97	96	96	98	89	97	95
CN(C)C(=O)c1cccc(NC(=O)Oc2ccccc2)c1
→ 108	104	97	93	106	100	107	104
Cc1cccc(N2CCN(C(=S)c3ccccc3)CC2)c1
→ 102	98	99	116	163	100	99	99
C=CC/C(=N\OS(=O)(=O)O)SC1OC(CO)C(O)C(O)C1O (stereo unspecified)
→ 110	/	96	100	95	88	89	92
CN1CCN(Cc2ccc(NC(=O)c3cncc(C#Cc4cnn5cccnc45)c3)cc2C(F)(F)F)CC1
→ 6.9*	15	57	29	-5.4*	31	14	36
Cc1cccc(N2CCN(CC(O)COc3ccccc3C)CC2)c1 (stereo unspecified)
→ 113	95	96	110	98	96	105	109
Cc1ccc(N2C(=O)/C(=C/C=C/c3ccco3)SC2=S)cc1
→ 100	101	99	92	105	73	99	94
COc1ccc(C(=O)c2c(N)c(C#N)c3n2CCC3)cc1OC
→ 110	99	/	106	102	95	97	100
COC(=O)[C@]12CC[C@@H](C)[C@H](C)[C@H]1C1=CC[C@@H]3[C@@]4(C)C/C(=C/c5ccccc5)C(=O)C(C)(C)[C@@H]4CC[C@@]3(C)[C@]1(C)CC2
→ 112	101	97	101	100	93	98	95
CN(C)C(=O)c1cc2cnc(Nc3ccc(-c4csc5c(=S)cc(N6CCOCC6)oc45)cc3)nc2n1C1CCCC1
→ 17	-25*	1.2*	11	11	-4.9*	7.9*	7.1*
NC(N)=N/N=C/c1ccccc1Br
→ 124	99	90	105	/	95	103	106
CCCCCc1ccccn1
→ 115	109	107	105	99	93	/	106
Cc1ncc(C(=O)O)c2c1OC(C)(C)OC2
→ 115	102	99	105	110	91	101	109
O=c1c2ccccc2nc(-c2ccccc2)n1/N=C/c1ccc2c(c1)OCO2
→ 73	55	48	56	29	85	29	35
COc1ccc2ccccc2c1[N+](=O)[O-]
→ 118	95	110	99	98	92	98	101
CCN1CCN(CC(=O)Nc2nc3ccc(NCc4ccc(OC)cc4)cc3s2)CC1
→ 97	76	103	102	100	78	95	89
Cn1c2c(c(=O)n(C)c1=O)CS(=O)c1ccccc1N2 (stereo unspecified)
→ 112	109	103	108	110	94	101	/
CCCCCCCCCCC/C=N/Nc1ccc([N+](=O)[O-])cn1
→ 110	109	103	101	101	90	99	104

In a second layout: entries from further up.
Molecule,DU-145,SF-539,SF-295,SNB-19,SF-268,PC-3,OVCAR-8,U251
O=C(N/N=C/[C@H]1[C@@H]2CCO[C@@H]2C[C@@H]1O)c1ccncc1,115,103,108,104,103,95,75,93
CS(=O)(=O)c1ccc(-c2nn(-c3ccccc3)cc2/C=C/C(=O)c2ccc(O)cc2)cc1,100,98,100,90,102,88,101,100
COc1ccc(Cl)cc1Nc1nc(C(F)(F)F)ccc1C(=O)N/N=C/c1ccc([N+](=O)[O-])cc1,13,11,-52*,23,15,-5.6*,9.8*,-27*
CC1=CSC2=NC(c3ccc(N)cc3)=CC(c3ccc(Cl)cc3)N12 (stereo unspecified),102,95,/,86,93,83,87,82
O=[N+]([O-])c1cc(S(=O)(=O)Nc2ccccc2)ccc1Cl,/,102,97,96,100,94,92,100
CC1=CC(=O)OC1C/C=C(\C)CCC1[C@@]2(C)CCC[C@@](C)(C(=O)O)C2CC[C@@]1(C)O (stereo partly specified),37,81,86,53,71,59,43,35
COc1ccc(/C=N/NC(=O)c2cnn(CC(O)Cc3ccccc3)c2-n2cccc2)cc1OC1CCCC1 (stereo unspecified),96,98,87,93,97,72,87,96
COc1cc(C2CC(c3ccc(Oc4ccc(Cl)cc4)cc3)=NN2c2nc(-c3ccc(F)cc3)c(C#N)c(N3CCOCC3)n2)cc(OC)c1OC (stereo unspecified),113,97,106,99,109,85,103,102
COc1cc(C2=CC(c3ccc(C)cc3Br)N3C(C)=CSC3=N2)cc(OC)c1OC (stereo unspecified),96,100,/,102,99,89,95,91
CC/C=C\C[C@H](O)C/C=C1/C(=O)C=C[C@@H]1C/C=C\CCCC(=O)NC(C)C,27,/,6.2*,32,35,16,-13*,2.3*
c1ccc2[nH]c(Cc3nc4ccccc4[nH]3)nc2c1,109,105,101,130,131,94,112,106
Cn1ncc2c1NC(c1ccc(F)cc1)SCC2=O (stereo unspecified),114,97,89,93,106,107,102,96
